# IkB sig inh = inhibitors of IkB signaling in ABC-DLBCL cells | ABC-DLBCL IkBa-CBG/CBR dual luciferase ratio, 4 h; response scale: scaled: untreated 0%, proteasome inhibitor 100% | Potency, µM (highest dose often 57.1 µM), for inactives: at the top dose IkBa stabilization activation | 110,000 tested, 0.04% active | AID 445; active = well fitted curve in the direction sought with a large enough effect in the signal ratio, not every such curve was filed as active; inconclusive = small, poorly fitted or top-dose-only effect, or a change in a side signal; the % refers to the signal ratio;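 note: the direction sought is a rising ratio; 0% = basal untreated cells and 100% = reference inhibitor full response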
#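 Curves were fitted separately to fusion (green), unfused (red) and ratio luminescence, then classed by r2, magnitude and activity. Cells: OCI-Ly3, 4 h compound plus doxycycline at 37C; 10 uM MG-132 defined full response.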
# p53ts 32C tox = cytotoxicity in p53ts cells at permissive temperature. H1299-p53A138V at 32C, ATP luminescence viability, 24 h. Potency, µM (series often up to 46.1 µM), for the others: top-dose activity change, negative = cytotoxicity, most hits filed as cytotoxic. 130,000 tested, 0.93% active. AID 924;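 note: 0% = DMSO and -100% = full killing by reference compound; nearly all actives have a fitted effect of over 55% in size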
#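 Viability by ATPlite luminescence after 24 h compound treatment (up to 46 uM) at the permissive 32C. Cells are H1299 carrying p53 A138V. Scale runs from DMSO basal to 100 uM tamoxifen as full kill; AC50 from Hill fits.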
# Imprint erasure = genomic imprint erasure induction; AID 1948; 110,000 tested, 0.02% active; Potency, µM (top dose mostly 60.7 µM), for inactives: at the highest dose activity change, positive = activation, most hits filed as activators; mouse ES Peg3-LacZ reporter, beta-gal luminescence, 40 h;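 note: 0% = negative control wells on the plate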
#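 Gelatin-coated wells received 300 freshly trypsinized female ES cells with a Peg3LacZ-Neo reporter on the maternal allele, then incubated 40 hours at 37C. BetaGlo was added for 5 minutes at room temperature before a single luminescence read.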
# p53ts 39C kill = p53ts cell cytotoxicity, nonpermissive temperature. 130,000 tested, 1.5% active. Potency, µM (top dose mostly 46.1 µM), for inactives: at the highest dose activity change, negative = cell killing, most hits filed as cytotoxic. H1299-p53A138V viability at 39C, ATP luminescence, 24 h. AID 902; note: nearly all actives have a fitted effect of over 55% in size
# Active calls of the source: *; ? = inconclusive; . = no result given; [ ] = dose if it differs, or a comment. Unless noted, calls come from the whole dose curve; as a rule, active = well fitted curve in the direction sought with a large enough effect; inconclusive = small, poorly fitted or top-dose-only effect, or another doubt; inactive = no such curve, though single readings can be large; an effect the other way counts as inactive or inconclusive. Unless noted, % is set by controls: 0 for no effect and ±100 for the full control effect; potency is the fitted concentration of half-maximal effect.
mol	IkB sig inh	p53ts 32C tox	Imprint erasure	p53ts 39C kill
Cc1ccc(Cn2c(SCc3cccnc3)nc3c2c(=O)n(C)c(=O)n3C)cc1	-0.3%	-4%	-7%	-2%
CCc1ccccc1N1CSC2=C(C#N)C(c3ccccc3F)CC(=O)N2C1 (stereo unspecified)	9.7%	14%	-31%[inhibitor]	0%
Cc1ccc(S(=O)(=O)O)c(C)c1N1CCCC1=O	0.1%	-2%	5%	14%
Cc1cc(NCCN(C)C)n2nc(-c3cccs3)cc2n1	0.6%	-4%	13%	-13%
CN(C)c1ccc(/C(=N\O)c2ccccc2)cc1	-0.8%	-11%	-7%	-5%
Cc1ccc(-c2nn3c(C)nnc3s2)cc1NC(=O)c1cccnc1	-1.8%	4%	-21%	-3%
NC(=O)C1CCN(C(=O)c2ccc(NC(=O)c3nsc4ccccc34)cc2)CC1	?	2µM*	-32%[inhibitor][10.9 µM]	2.5µM*
C=CCNc1nc(N)c(C(=O)Nc2cc(C)on2)s1	0.9%	?	.	?
COc1ccccc1-c1cc(C(=O)Nc2cc(C)n(Cc3ccc(Cl)cc3)n2)no1	?	-18%	-19%	-26%
CCOc1ccc(Cl)cc1C1CC(=O)Nc2cc(OC)c(OC)c(OC)c21 (stereo unspecified)	7.8%	-5%	-4%[10.9 µM]	-2%
Cc1cc(=O)oc2c(CN3CCOCC3)c(O)ccc12	0.5%	-6%	2%	4%
CNC(=O)/C(=N\O)c1ccccc1	-0.5%	-4%	13%	-1%
Cc1cc(C(N)=O)c2cc(Br)ccc2n1	0.1%	2%	0%	5%
COc1ccc(C2C(C(N)=O)=C(C)Nc3nc(SCc4ccccc4Cl)nn32)cc1OC (stereo unspecified)	?	6%	-7%[10.9 µM]	5%
O=C(NCc1ccco1)C1CCN(S(=O)(=O)N2CCC3(CC2)OCCO3)CC1	-0.1%	1%	-4%	-1%
Fc1ccccc1-n1ncc2c1ncn1nc(Cc3ccccc3)nc21	-1.7%	-22%	-4%[10.9 µM]	-16%

# In a second layout: 4 of the compounds above.
Structure: Cc1cc(=O)oc2c(CN3CCOCC3)c(O)ccc12
  IkB sig inh: 0.5%	p53ts 32C tox: -6%	Imprint erasure: 2%	p53ts 39C kill: 4%
Structure: CNC(=O)/C(=N\O)c1ccccc1
  IkB sig inh: -0.5%	p53ts 32C tox: -4%	Imprint erasure: 13%	p53ts 39C kill: -1%
Structure: Cc1cc(C(N)=O)c2cc(Br)ccc2n1
  IkB sig inh: 0.1%	p53ts 32C tox: 2%	Imprint erasure: 0%	p53ts 39C kill: 5%
Structure: COc1ccc(C2C(C(N)=O)=C(C)Nc3nc(SCc4ccccc4Cl)nn32)cc1OC (stereo unspecified)
  IkB sig inh: ?	p53ts 32C tox: 6%	Imprint erasure: -7%[10.9 µM]	p53ts 39C kill: 5%

# More results follow.
mol	IkB sig inh	p53ts 32C tox	Imprint erasure	p53ts 39C kill
CC1(C)SC2C(NC(=O)COc3ccccc3)C(=O)N2C1C(=O)O (stereo unspecified)	.	8%	1%	3%
Cc1c(C(=O)Nc2ccc(C(C)C)cc2)sc2nc3n(c(=O)c12)CCC3	0.9%	5%	-7%[10.9 µM]	-11%
COc1ccc2c(c1)c1c(c(=O)n(Cc3ccccc3)c(=O)n1CC(=O)Nc1ccccc1F)n2C	-1.6%	-9%	-4%[10.9 µM]	-8%
COC(=O)NC(c1ccco1)[C@]1(C(C)=O)CCCC1=O (stereo partly specified)	.	4%[9.22 µM]	.	-1%[9.22 µM]
O=C(COc1ccc2ccccc2c1)NC1CC(=O)N(c2ccccc2)C1 (stereo unspecified)	-0.7%	8%	11%[10.9 µM]	-10%
OC[C@@H]1NC[C@@H](O)[C@H]1O	-6.1%	-5%	.	11%
CCOC(=O)CCc1nc2ccccc2[nH]1	0.7%	-2%	-10%	-16%
CCOC(=O)N1CCC(NCCNC(=O)c2ccc(Cl)cc2)CC1	0.5%	-7%	-13%	-9%
CC(C)(C)Nc1c(N)c(=O)oc2ccccc12	?	11%	-9%	11%
CCCc1nc2sc3c(N4CCC(C)CC4)ncnc3c2c2c1CCCC2	4.3%	2%	10%[10.9 µM]	21%
O=C(NCCc1ccccc1Cl)c1ccc2c(c1)nc1n2CCCCC1	?	4µM*	-27%[10.9 µM]	2.5µM*
COc1ccc(S(=O)(=O)N2CCC(C(=O)Nc3ccccc3)CC2)cc1OC	?	-5%	-6%[10.9 µM]	-12%
Cc1ccc(C(=O)Nc2ncc(Cc3ccc(F)cc3)s2)o1	0.1%	-17%	-23%	-13%
CN(Cc1ccco1)c1nc(-c2cccnc2)nc2ccccc12	-0.9%[11.4 µM]	9%	-17%	-15%
COc1ccc(OC)c(C2CC(=O)Oc3c2c(=O)n(C)c2ccccc32)c1 (stereo unspecified)	7.1%	-7%	-9%[10.9 µM]	-3%
NC(=O)c1cc(S(=O)(=O)NCC2CCC(C(=O)Nc3ccc(Cl)cc3)CC2)cs1 (stereo unspecified)	-1.9%	4%	-8%[10.9 µM]	11%
Cc1n[nH]c(C)c1S(=O)(=O)N1CCN(c2ccccn2)CC1	1.7%	1%	13%	3%
Fc1ccc(-n2ncc3c(NC4CCCCCC4)ncnc32)cc1	?	?	-20%[10.9 µM]	?
COc1ccc2[nH]cc(CCNC(C)=O)c2c1	3.4%	-7%[1.84 µM]	11%	-14%
CCCOc1ccc(C2C(=O)N(C3CCCCCC3)CC(=O)N2CCC2=CCCCC2)cc1OC (stereo unspecified)	-0.7%	3%	12%[10.9 µM]	-6%
CCOc1ccc2c(c1)sc(N)[n+]2Cc1cc(C)cc2cccnc12	.	-7%	.	-14%
COc1ccc2c(c1)c1c(c(=O)n(CCc3ccccc3)c(=O)n1Cc1cccc(C)c1)n2C	-1.1%	14%	-2%[10.9 µM]	4%
N#CC1=C(N)C(C#N)(C#N)C(c2ccc[nH]2)C2CCCC=C12 (stereo unspecified)	-4.4%	14%	.	8%
NC(=O)c1ccccc1N/C=C/C(=O)c1ccco1	?	?	-70%[inhibitor]	?
Cc1ccc2c(=O)cc(C(=O)Nc3ccc(S(=O)(=O)N4CCCCCC4)cc3)oc2c1	-1.8%	3%	7%[10.9 µM]	21%
COc1ccc(S(=O)(=O)NCCc2sc3nc(-c4ccc(C)cc4)nn3c2C)cc1F	?	1%	-20%[10.9 µM]	0%
O=C(COc1ccccc1Cl)Nc1ccc2nc(SCC(=O)N3CCCC3)sc2c1	?	-15%	-14%[10.9 µM]	-11%
COC(=O)c1c(NC(=O)c2nc3ccccc3s2)sc2c1CCN(C(C)=O)C2	?	?	-1%	?
CCCCCn1c(=O)[nH]c2cc(C(=O)Nc3ccc(F)cc3)ccc2c1=O	0.5%	-8%	6%[10.9 µM]	5%
CCOc1ccccc1CNC(=O)Cn1c(-c2ccccc2)cc(C(C)=O)c1C	?	-6%	-8%[10.9 µM]	-26%
COc1ccc(NCCNc2ccc(OC)cc2)cc1	0.3%	-12%	-5%	-9%
CCn1c(SCC(=O)Nc2nc(C)cs2)nnc1-c1ccco1	-0.2%	28%	-5%	12%
CC1CCCCN1CCCNC(=O)Cn1ncc2c3ccccc3n(Cc3ccccc3)c2c1=O (stereo unspecified)	?	-3%	-21%[10.9 µM]	-2%
O=C(c1ccccc1)c1ccncc1	-0.2%	-1%	-5%	-2%
Cc1ccc(N(O)C(=O)OCCNC(=O)Nc2ccccc2)cc1	1.8%	5%	1%	9%
CCCCCCc1nnc(NC(=O)OCC)s1	-4.5%	-2%	-8%	-7%
O=C(c1ccco1)N1CCN(c2ccc(Cl)cc2)CC1	-1.5%	-1%	-43%[inhibitor]	5%
Nc1ccc(-c2ccc3ccccc3n2)cc1	.	?	-80%[inhibitor]	?
O=C(Cn1cc(C(=O)c2cccs2)c2ccccc21)Nc1ccc(Br)cc1	?	13%	-5%[10.9 µM]	-18%
Cc1c(Cl)cccc1NC(=O)CCN1CCCC(C)C1 (stereo unspecified)	0.7%	-9%	-13%	-2%
O=c1[nH]c2ccc(S(=O)(=O)N3CCN(c4ccccc4F)CC3)cc2s1	?	32%[activator]	2%	8%
CCOC(=O)c1cc(-c2ccccc2)sc1NC(=O)CC	.	21%	.	29%
Cn1cccc1C(=O)NC(=O)COC(=O)Cc1coc2ccc3ccccc3c12	?	-23%	-11%	-25%
CCOc1cccc(N2C(=O)CC(NCc3ccc(S(N)(=O)=O)cc3)C2=O)c1 (stereo unspecified)	-1.2%	-1%	-6%	9%
CCOc1ccc(N2Cc3ncccc3C2=O)cc1	5.3%	?	-81%[inhibitor]	?
Cc1cccc(C)c1OCc1nc2c3cnn(-c4ccccc4Br)c3ncn2n1	-0.1%	18%	-4%[10.9 µM]	7%
COc1cc2cc(C(c3nnnn3C(C)(C)C)N3CCc4ccccc4C3)c(=O)[nH]c2cc1OC (stereo unspecified)	?	15%	.	-8%
O=C(CSc1ccc2nnc(-c3ccccn3)n2n1)N1CCN(c2ccccc2)CC1	-1.3%	6%	-7%	6%
O=C(c1ccccc1)N1CCN(C2CCCCC2)CC1	.	1%	.	12%
CCOc1ccc(NC(=O)Cn2c(=O)oc3cc(S(=O)(=O)N4CCC(C)CC4)ccc32)cc1	?	0%	-16%[10.9 µM]	-7%
Cc1noc(C)c1COC(=O)CCCc1c[nH]c2ccccc12	3.8%	-1%	-9%	5%
Cc1cc(C)c2nc(SCC#N)cc(C)c2c1	0.8%	11%	-15%	4%
Cc1cc(C)nc(N2CCC(C(=O)NCCc3ccccc3)CC2)n1	-0.3%	5%	7%	-12%
O=c1oc2ccccc2c(N2CCN(c3ccc(F)cc3)CC2)c1CN1CCCC1	?	3%	-12%[10.9 µM]	2%
Cc1ccc(C)c2[nH]c(=O)c(CCNC(=O)CC(C)(C)C)cc12	-2.6%	15%	-33%[inhibitor]	13%
CC(C)c1ccc(NS(=O)(=O)c2ccc3[nH]cc(C(=O)N4CCC(C(N)=O)CC4)c(=O)c3c2)cc1	0.8%	-5%	-9%	-4%

# Remaining list, next part.
mol	IkB sig inh	p53ts 32C tox	Imprint erasure	p53ts 39C kill
Cc1ccc2c(c1)N(C(=O)Nc1cccc3c1CCCC3)CCO2	?	7%	5%[10.9 µM]	?
Cc1ccc(C(=O)Nc2nc3ccc(S(=O)(=O)N4CCCC4)cc3s2)cc1	0.6%	3%	3%[10.9 µM]	7%
CCc1ccc(S(=O)(=O)Nc2ccc3c(c2)n(C)c(=O)c(=O)n3C)cc1	0.1%	-12%	-13%[10.9 µM]	-21%
COc1ccc2[nH]c(=O)c(CN(C)C(=O)C3CCCCC3)cc2c1	1.9%	1%	3%	2%
CN(Cc1ccccc1)S(=O)(=O)c1ccc(S(=O)(=O)N2CCN(CCC#N)CC2)cc1	0.3%	2%	?	1%
O=C(Oc1nsnc1N1CCOCC1)N1CCOCC1	-1.5%	2%	5%	-9%
Cc1ccsc1CN1CCN(c2ccccn2)CC1	-1.0%	-2%	-7%	-3%
C[C@H]1CC[C@H]2C(=O)N[C@H](Cc3ccccc3)C(=O)N2[C@@H]1c1ccccc1	.	-3%[9.22 µM]	.	-9%[9.22 µM]
CCOC(=O)c1ccccc1NC(=O)Cn1c(=O)n(CCC(=O)NCc2ccccc2OC)c(=O)c2ccccc21	?	14%	?	16%
CC(=O)NCCNC(=O)CCCc1nnc2n(C)c(=O)c3sccc3n12	-2.7%	-4%	-5%[10.9 µM]	6%
CCNc1c(N)c(=O)oc2ccccc12	?	-1%	-11%	-6%
O=C1c2ccccc2C(=O)N1Cc1ccc2c(c1)OCO2	3.3%	5%	-10%	12%
NS(=O)(=O)c1ccc(CCNc2nccn(-c3cccc(C(F)(F)F)c3)c2=O)cc1	-1.2%	-5%	-7%[10.9 µM]	-10%
CC1(C)Cc2c(c(-c3ccccc3)[nH]c(=O)c2C#N)CO1	-0.7%	-6%	-5%	6%
Cc1cc(C)n(-c2nc(C)nc3sc4c(c23)CCC(C)C4)n1 (stereo unspecified)	-0.6%	21%	-1%	7%
O=C(O)c1cccc(N2C(=O)CCC2=O)c1	0.2%	4%	5%	1%
Cc1cc(C)cc(NC(=O)c2cccc(C(=O)Nc3cc(C)cc(C)c3)c2)c1	3.5%	4%	-13%[10.9 µM]	-14%

# High-throughput results as filed in PubChem BioAssay.
